From PubChem
MITF primary – human MITF inhibition, primary screen | O75030 | AlphaScreen MITF homodimerization, bead proximity signal | inhibition, % at 2.6 µM | 0.91% of 650,000 active | AID 1259374; in the data active means inhibition above about 50%;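 further: 0% = vehicle wells with protein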
FBW7 act – activators of human E3 ligase FBW7. normalized activity (activation), % at 26.1 µM. Q969H0. 0.13% of 650,000 active. AlphaScreen FBW7–phospho-cyclin E peptide binding, activator screen; in the data active means normalized activity above about 1.9%;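 further: purified mutant Fbw7 with reduced substrate affinity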
Target sequence (Q969H0 whole entry, looked up): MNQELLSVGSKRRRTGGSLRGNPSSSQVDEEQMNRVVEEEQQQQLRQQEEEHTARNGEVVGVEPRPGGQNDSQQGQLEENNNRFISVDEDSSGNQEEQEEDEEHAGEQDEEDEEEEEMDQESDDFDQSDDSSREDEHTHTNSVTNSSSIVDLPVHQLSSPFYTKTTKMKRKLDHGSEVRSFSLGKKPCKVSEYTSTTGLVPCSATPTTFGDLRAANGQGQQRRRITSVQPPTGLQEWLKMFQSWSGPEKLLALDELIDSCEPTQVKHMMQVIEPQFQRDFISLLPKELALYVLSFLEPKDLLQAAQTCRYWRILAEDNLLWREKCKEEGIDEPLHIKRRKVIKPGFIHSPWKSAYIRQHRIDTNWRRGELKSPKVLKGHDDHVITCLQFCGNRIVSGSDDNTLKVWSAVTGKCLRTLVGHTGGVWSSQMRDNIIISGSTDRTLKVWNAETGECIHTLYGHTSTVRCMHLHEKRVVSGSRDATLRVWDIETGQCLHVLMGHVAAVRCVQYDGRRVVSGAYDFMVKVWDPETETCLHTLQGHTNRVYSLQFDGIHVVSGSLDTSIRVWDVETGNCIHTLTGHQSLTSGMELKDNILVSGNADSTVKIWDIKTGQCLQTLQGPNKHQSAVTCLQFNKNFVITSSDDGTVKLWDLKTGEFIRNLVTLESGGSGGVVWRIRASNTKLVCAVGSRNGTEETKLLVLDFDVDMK
GPR151 activ – human GPR151 activation; PathHunter beta-arrestin GPR151 cells, luminescence; activation, % at 11.2 µM; 1% of 650,000 active; in the data active means activation above about 4.9%;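 further: 0% = median of compound wells and 100% = cells with positive control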
TEAD-YAP block – TEAD-YAP interaction inhibition; HEK-TIYL cells, TEAD-Gal4/YAP UAS-luciferase luminescence; inhibition, % at 9.12 µM; 1.4% of 640,000 active; AID 1259422; in the data active means inhibition above about 32%;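 further: 0% = median of test compound wells and 100% = reference inhibitor wells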
* hit, by the source's call.

SMILES,MITF primary,FBW7 act,GPR151 activ,TEAD-YAP block
Cc1cc(C(=O)CSc2nnc(N)s2)c(C)n1Cc1ccco1,6.8,-0.1,-0.8,36.6*
COc1ccc2nc3sc(C(=O)Nc4ccccc4N4CCOCC4)c(N)c3cc2c1,8.2,0.0,-0.8,-6.9
Cc1nonc1CN(C)Cc1ccccc1OCC(O)CN(C)C1CCCCC1 (centres undefined),2.2,-0.1,-0.4,11.1
COc1cccc(C=Nc2cc(C)on2)c1O,27.4,0.1,-0.7,13.0
COc1ccc(C2CCN(C(=O)COc3ccc(Cl)cc3Cl)C2)cc1 (centres undefined),16.3,0.3,0.3,-2.0
O=C(COc1ccc2ccccc2c1)N1CCC(N2CCN(c3ccccc3)CC2)CC1,31.8,-0.2,0.1,-7.1
COc1cccc(OC)c1C(=O)Nc1ccc(Cl)c(C(F)(F)F)c1,9.2,0.0,2.1,-6.7
COc1ccc(-c2csc(NC(=O)c3cccs3)n2)cc1OC,4.7,0.1,-1.5,-43.4
Cc1ccc2nsnc2c1S(=O)(=O)N(CCO)Cc1cc2cccc(C)c2[nH]c1=O,18.4,0.0,-0.8,5.1
O=C(O)c1ccccc1NCc1ccc(Cl)cc1,37.7,0.1,-0.8,12.7
N#C/C(=C\c1ccc(-c2ccccc2Br)o1)C(=O)N1CCOCC1,19.8,0.1,-0.4,-20.0
CC(c1ccon1)N(C)C1CCC(=O)N(Cc2cccc(F)c2)CC1 (centres undefined),-6.5,0.0,0.5,5.1
O=C(NCCCn1ccnc1)c1ncoc1-c1ccccc1F,8.0,-0.2,-1.2,-3.3
CC(C)Cn1c(NN)nc2ccccc21,-7.0,-0.1,-1.7,0.6
CCNC(=O)N1CCN(C(=O)c2ccc3cc[nH]c3c2)CC1,13.3,0.3,-0.2,0.5
C=CCNC(=S)NCCc1ccc(OC)cc1,12.5,0.0,1.9,-5.3
Cn1c(C(=O)O)c(CC(=O)Nc2ccc(F)cc2Cl)c2ccccc21,8.4,0.3,-1.0,6.3
COCCN(C(=O)c1cccc([N+](=O)[O-])c1)c1c(N)n(Cc2ccccc2)c(=O)[nH]c1=O,10.9,0.2,-0.7,8.8
O=C1CCCC2=C1C(c1ccncc1)c1c(nc(SCc3ccccc3)[nH]c1=O)N2 (centres undefined),7.0,-0.1,-1.2,8.5
CN(C)c1ccc(C(=O)CC2(O)C(=O)N(Cc3ccccc3)c3ccccc32)cc1 (centres undefined),3.5,0.0,0.4,7.4
O=C(c1ccc(CS(=O)(=O)Cc2cccc(Cl)c2)o1)N1CCOCC1,11.9,0.5,-0.4,-3.1
NC(=O)c1c(NC(=O)CCCN2C(=O)c3ccccc3C2=O)sc2c1CCCC2,-13.0,0.0,2.9,4.1
COc1ccccc1C(=O)Nc1cc(C)cc(C)n1,-44.6,-0.2,-0.6,-1.9
COCCN1CCCc2ccc(NS(=O)(=O)c3ccc(C)c(C)c3)cc21,-6.0,-0.1,-1.1,7.4
O=C(Nc1ccc2c(c1)OCO2)c1snc2c(=O)[nH]cnc12,-23.8,0.1,-0.8,-4.6
Cc1ccc(-c2cc3nccc(C4CCCNC4)n3n2)cc1 (centres undefined),-1.1,-0.1,-0.1,3.2
Cc1cc(C)c(C)c(S(=O)(=O)NCC(=O)O)c1C,-7.3,0.2,1.4,2.0
O=C(O)CCn1c(=O)oc2cc(Br)ccc21,6.2,-0.2,0.5,1.2
CCOc1ccc(C(O)(CC)CCN2CCCCC2)cc1 (centres undefined),-7.7,0.2,1.4,-5.5
COc1ccc(OC)c(C2CC(=O)NC3=C2C(=O)CC(c2cccs2)C3)c1 (centres undefined),5.7,0.5,0.6,15.6

The listing continues:
SMILES,MITF primary,FBW7 act,GPR151 activ,TEAD-YAP block
COc1ccc(Cl)cc1C(=O)Nc1cccc(-c2nnc(-c3ccco3)o2)c1,18.1,0.2,0.7,7.9
CCOc1ccc(OCC)c(NC(=O)CN2C(=S)NC(C)(C)CC2C)c1 (centres undefined),0.3,-0.1,-1.2,-12.9
Oc1cccc(-c2nc(-c3ccccc3)c(-c3ccc(-c4ccccc4)cc3)[nH]2)c1,1.6,0.1,0.4,-5.1
CCOC(=O)c1c(C(C)(C)C)oc2ccc(OC(=O)c3ccc(OC)c(OC)c3)cc12,19.1,0.1,0.2,2.5
COc1ccc(Cn2c(SCC(N)=O)nc3c(sc4ccc([N+](=O)[O-])cc43)c2=O)cc1,12.0,0.7,-0.9,5.2
COc1ccc(N2C(=O)c3cccc([N+](=O)[O-])c3C2=O)cc1,17.8,0.0,-0.8,18.2
COc1ccc(Cc2nc(S(=O)(=O)c3ccc(Cl)cc3)c(N3CCOCC3)o2)cc1,-4.0,-0.1,-1.1,-4.4
O=C1NC(c2ccccc2)(C(F)(F)F)OC2=NCCN12 (centres undefined),-3.1,0.2,0.1,9.0
CC(C)N=c1c([N+](=O)[O-])nn(-c2cccc(Cl)c2)n1O,11.3,-0.1,-1.5,4.6
Cc1sc2c(c1C)CN(Cc1cccnc1)CN2C(=O)c1ccco1,-5.9,0.3,-0.5,-12.1
O=C(c1ccc([N+](=O)[O-])cc1Cl)N1CCN(c2ccc([N+](=O)[O-])cc2)CC1,18.6,0.2,2.9,8.6
COc1cc(C(=O)Nc2ccc3c(c2)CC(=O)N3C)cc(OC)c1OC,9.8,0.0,-0.3,1.0
CCCN1CCN(c2ncnc3sc(C(=O)Nc4ccccc4OC)c(C)c23)CC1,2.0,-0.1,-0.1,-9.6
COc1cc(OC)c(-c2nc3cnccn3c2NCc2ccccc2)cc1OC,4.5,0.0,1.5,1.0
O=C(c1ccc(C(F)(F)F)cc1)N1CCOCC1,1.8,-0.1,-1.1,0.0
Cc1cccc(CN2CCN(C(=O)CCl)CC2)c1,1.6,0.0,1.9,37.8*
O=C(COc1ccccc1)Nc1ccc(NC(=O)c2ccccc2)cc1,5.2,-0.2,0.9,12.4
Cc1ccc(NC(=O)c2cc3ccccc3oc2=O)c([N+](=O)[O-])c1,1.0,0.1,0.3,3.2
O=C(O)c1ccc(-c2ccc(/C=C3/SC(=Nc4ccccc4)N(c4ccccc4)C3=O)o2)cc1,-2.0,0.0,-0.1,-5.0
Cc1cnc(-c2cccc(N)c2)nc1N,-1.1,-0.1,-0.8,-19.1
CCOC(=O)Cn1cc(CN2CCC3(CC2)NC(=O)c2ccccc2O3)c2ccccc21,22.8,0.1,1.3,-3.9
COc1cc(-c2cc(-c3ccccc3)nc(SCC(=O)Nc3nc4ccccc4s3)c2C#N)cc(OC)c1OC,-0.7,0.5,-1.2,11.7
O=C(c1c(F)cccc1F)N1CCN(c2ncccn2)CC1,8.9,-0.1,1.1,3.1
Cc1cc(NS(=O)(=O)c2ccccc2)ccc1-c1cc2ccccc2oc1=O,10.4,0.0,0.0,15.1
CCNC(=O)C/C(C)=N/NC(=O)Cc1ccc([N+](=O)[O-])cc1[N+](=O)[O-],11.4,0.0,-0.6,4.9
Cc1ccc(C(=O)Nc2ccccc2C(=O)NC(C(=O)O)C(C)C)cc1 (centres undefined),-2.2,0.0,-2.9,-16.0
COc1cccc(CN2CCN(Cc3cccc(F)c3)CC2CCO)c1 (centres undefined),2.6,-0.1,-0.5,-7.6
CCCCN(C)C(=O)CCC(=O)Nc1ccc2nc(N3CCN(C)CC3)cc(C)c2c1,-0.5,0.1,0.6,-13.6
CSc1ccccc1N1C(=O)CN(Cc2ccccn2)CC1C (centres undefined),31.6,0.2,-0.1,-0.8
O=C(CCC(=O)c1ccc(Cl)cc1)OCC(=O)c1ccc2c(c1)OCCO2,-18.1,0.1,-0.6,1.3

An excerpt of these results, with two lines to a compound:
Each structure is followed by: MITF primary	FBW7 act	GPR151 activ	TEAD-YAP block
> COc1ccc(Cn2c(SCC(N)=O)nc3c(sc4ccc([N+](=O)[O-])cc43)c2=O)cc1
  12.0	0.7	-0.9	5.2
> COc1ccc(N2C(=O)c3cccc([N+](=O)[O-])c3C2=O)cc1
  17.8	0.0	-0.8	18.2

Back to the main list, starting three compounds before the break.
SMILES,MITF primary,FBW7 act,GPR151 activ,TEAD-YAP block
CCCCN(C)C(=O)CCC(=O)Nc1ccc2nc(N3CCN(C)CC3)cc(C)c2c1,-0.5,0.1,0.6,-13.6
CSc1ccccc1N1C(=O)CN(Cc2ccccn2)CC1C (centres undefined),31.6,0.2,-0.1,-0.8
O=C(CCC(=O)c1ccc(Cl)cc1)OCC(=O)c1ccc2c(c1)OCCO2,-18.1,0.1,-0.6,1.3
CN1CCOc2cc(S(=O)(=O)Nc3ccccc3F)ccc21,-1.0,-0.1,15.9*,3.1
N#CC1=C(N)N(c2cc(C(F)(F)F)ccc2Cl)C2=C(C(=O)CCC2)C1c1ccc(Br)s1 (centres undefined),5.4,0.0,1.2,-3.0
COc1cccc(C2/C(=C(/O)c3ccccc3)C(=O)C(=O)N2CC(C)O)c1 (centres undefined),1.4,-0.1,-0.2,-2.7
Cc1c(Cl)cccc1NC(=O)c1cc(S(=O)(=O)NC2CCCCC2)ccc1F,8.3,0.1,-0.8,10.8
O=C(Nc1c2c(nn1-c1ccc(F)cc1)CS(=O)C2)c1ccc(S(=O)(=O)N2CCCCC2)cc1 (centres undefined),10.2,0.4,0.3,1.9
CSc1ccc(/C=C2\N=C(c3ccc(C(C)(C)C)cc3)OC2=O)cc1,-4.3,0.0,0.6,-8.6
COC(=O)C1=C(C)N(CC(C)C)C(=O)/C1=C\c1ccccc1,24.8,0.3,-0.3,-5.8
COc1ccc(/C=c2\sc3n(c2=O)C(N)=C(C#N)C(c2ccc(OC)cc2)C=3C#N)cc1 (centres undefined),15.9,0.2,-0.8,-1.7
O=C(NCC1([N+](=O)[O-])CN(C(=O)c2ccccc2)CN(C(=O)c2ccccc2)C1)c1ccccc1,3.9,-0.1,-1.6,-5.4
COc1ccccc1CN1CCCC(O)C1 (centres undefined),2.1,-0.2,-0.6,-7.7
O=C1Nc2ccc(Br)cc2C1(O)Cc1ccccn1 (centres undefined),12.3,0.1,-1.6,7.2
COc1ccccc1OCCCCNCCO,0.9,-0.1,-0.2,-0.8
O=C(NCCc1ccccc1)/C(=C\c1ccco1)NC(=O)c1ccccc1,16.5,0.0,-0.4,-0.3
CC(C)C(NC(=O)CN(c1cccc(C(F)(F)F)c1)S(C)(=O)=O)C(C)C,-5.8,0.0,0.9,8.4
O=C(Nc1ccc2c(c1)OCCO2)c1ccco1,2.7,0.0,0.6,3.7
CCc1cc2c(C)cc(=O)oc2cc1OCC(=O)NC(CCSC)C(=O)O (centres undefined),8.9,0.0,1.7,-8.1
O=C1C2C(C(=O)N1/N=C/c1ccccc1O)C1C=CC2C12CC2 (centres undefined),9.7,-0.2,-0.2,-22.3
Cn1ncc2c(=O)n(CC(=O)Nc3ccc(F)c(Cl)c3)cnc21,5.8,0.0,0.1,6.9
Cc1cc(NC(=O)CN2C(=O)NC3(CCCCC3C)C2=O)no1 (centres undefined),9.1,0.1,-0.1,5.0
CCCCOc1ccc(C(=O)Nc2ccc(-c3cc4ccccc4oc3=O)cc2)cc1,-7.9,0.3,0.0,3.9
COc1ccc(Br)cc1/C=N\NC(=O)Cc1cccn1C,12.2,0.0,0.4,8.7
Cc1c(Cl)cccc1NC(=O)Cn1c2ccccc2c(=O)c2ccccc21,-2.0,-0.1,0.4,12.6
CCOc1cc(CNCCc2ccccc2)cc(I)c1OCC#N,3.9,-0.1,0.5,-9.1
CCCn1c(=O)[nH]c2c(C(N)=O)nc(-c3ccccn3)nc21,-1.9,0.1,-0.3,1.2
COc1ccccc1OCCSc1nc2ccccc2n1CC(O)CO (centres undefined),-1.9,0.0,1.0,-18.5
O=C(C1CC1)N1CCc2cc(S(=O)(=O)NCc3ccccn3)ccc21,-8.2,-0.3,0.1,7.0
CCCN1C(=O)/C(=c2\sc3nc(-c4ccccc4OC(C)=O)nn3c2=O)c2ccccc21,8.2,-0.1,0.1,-9.1
COCCOC(=O)C1=C(C)N(C)C(=O)NC1c1ccccc1F (centres undefined),23.4,0.2,1.6,5.5
COc1ccc(Cl)cc1NC(=O)CSc1nc2ccccc2n1S(=O)(=O)c1ccc(Br)cc1,-7.5,0.0,1.5,4.8
O=C(NCCCO)/C(=C\c1ccco1)NC(=O)c1ccccc1Br,40.5,0.5,-1.7,0.9

Compound profiles (already shown).
`O=C(c1c(F)cccc1F)N1CCN(c2ncccn2)CC1` across the screens: MITF primary = 8.9; FBW7 act = -0.1; GPR151 activ = 1.1; TEAD-YAP block = 3.1
`Cc1c(Cl)cccc1NC(=O)Cn1c2ccccc2c(=O)c2ccccc21` across the screens: MITF primary = -2.0; FBW7 act = -0.1; GPR151 activ = 0.4; TEAD-YAP block = 12.6

Going on with the list:
SMILES,MITF primary,FBW7 act,GPR151 activ,TEAD-YAP block
O=C1CCCN1c1ccc(S(=O)(=O)N2CCN(c3ccccc3)CC2)cc1,-22.9,-0.1,1.8,-9.3
O=C(NCCO)c1cnc(N2CCC(N3CCOCC3)CC2)s1,-3.8,0.1,-0.8,-6.1
COc1cc([N+](=O)[O-])ccc1NC(=S)NC(=O)COc1ccc(C)cc1,12.8,0.0,0.5,1.2
COc1ccc(-c2nc3ccccc3c(=O)n2NCc2cc(Br)ccc2O)cc1OC,-6.0,-0.2,0.8,-9.4

Not a hit list; about 3.4% have a hit in one of these screens.
